Source: PubChem BioAssay (National Center for Advancing Translational Sciences (NCATS))
mIDH1 inhibitor = qHTS for Inhibitors of mutant isocitrate dehydrogenase 1 (IDH1): qHTS; AID 602179, 2012; Isocitrate dehydrogenase [NADP] cytoplasmic (Homo sapiens), O75874; 390,000 tested, 0.093% active; Potency, µM (highest dose often 76.6 µM), for the others: top-dose activity change, negative = inhibition, most hits filed as inhibitors; IDH1-R132H enzyme, NADPH consumption, diaphorase/resazurin fluorescence; further: potency means the concentration at half of the fitted maximal effect; on the % scale 0 is the no-effect control and ±100 the full control effect; nearly all actives have a fitted effect of over 65% in size
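IDH1-R132H (0.5 ug/mL) preincubated 30 min with compound, then NADPH (0.016 mM) and alpha-KG (2 mM) added; 80 min at RT, pH 7.5. Remaining NADPH coupled via diaphorase/resazurin to fluorescence (540/590 nm); concentration-response curves normalized to no-enzyme control.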
TrxR1 inh = qHTS Assay for Inhibitors of Mammalian Selenoprotein Thioredoxin Reductase 1 (TrxR1): qHTS; Thioredoxin reductase 1, cytoplasmic (Rattus norvegicus), O89049; recombinant rTrxR1, NADPH fluorescence consumption, selenite substrate; Potency, µM (top dose mostly 114 µM), without a hit: at the highest dose activity change, negative = inhibition, hits mostly inhibitors; 390,000 tested, 1% active; AID 588453, 2011; further: potency means the concentration at half of the fitted maximal effect; on the % scale 0 is the no-effect control and ±100 the full control effect; nearly all actives have a fitted effect of over 65% in size
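Rat TrxR1 (90 nM in the dispensed reagent) was pre-reduced with 400 uM NADPH for 5 min at room temperature, then incubated with compound for 15 min. After 400 uM selenite was added, NADPH fluorescence (Ex 340/Em 450 nm) was followed for 8 min.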
PGK inhibitor = qHTS Assay to Find Inhibitors of Phosphoglycerate Kinase. PGK/GAPDH coupled, Kinase-Glo luminescence, 60 min. 380,000 tested, 0.043% active. Potency, µM (titrated, usually from 57.5 µM), without a hit: top-dose activity change, negative = inhibition, actives largely listed as inhibitors. Phosphoglycerate kinase, glycosomal (Trypanosoma brucei brucei), P07378. AID 602233, 2012; further: potency means the concentration at half of the fitted maximal effect; on the % scale 0 is the no-effect control and ±100 the full control effect; nearly all actives have a fitted effect of over 60% in size
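Luminescent ATP detection (Kinase-Glo Plus) follows a 60-minute room-temperature incubation, with wells lacking PGK as controls. Buffer: 100 mM TEA (pH 7.6), 5 mM MgCl2, 0.01% Tween-20. Coupling enzyme GAPDH (100 nM final) supplies unstable 1,3-BPG in-well.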
GLS inh = qHTS for Inhibitors of Glutaminase (GLS); Glutaminase kidney isoform, mitochondrial (Homo sapiens), O94925; GLS enzymatic activity, qHTS titration; Potency, µM (series often up to 45.5 µM), for the others: at the top dose activity change, negative = inhibition, actives largely listed as inhibitors; 410,000 tested, 0.21% active; AID 624170, 2012; further: potency means the concentration at half of the fitted maximal effect; on the % scale 0 is the no-effect control and ±100 the full control effect
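Glutamate formation by hKGA was monitored fluorometrically using coupled glutamate oxidase, HRP and Amplex Red. Substrate was added as 1 mM L-glutamine solution; incubation was 30 min at RT after an initial read.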
HP1b binding inh = HTS for Inhibitors of HP1-beta Chromodomain Interactions with Methylated Histone Tails. Chromobox protein homolog 1 (Homo sapiens), P83916. AlphaScreen HP1-beta / biotin-H3K9me3 peptide binding. Potency, µM (doses to about 114 µM), for the others: top-dose activity change, negative = inhibition, hits mostly inhibitors. 390,000 tested, 0.56% active. AID 540317, 2011; further: potency means the concentration at half of the fitted maximal effect; nearly all actives have a fitted effect of over 70% in size; inactives centre near 23
Target sequence (P83916 whole entry, looked up): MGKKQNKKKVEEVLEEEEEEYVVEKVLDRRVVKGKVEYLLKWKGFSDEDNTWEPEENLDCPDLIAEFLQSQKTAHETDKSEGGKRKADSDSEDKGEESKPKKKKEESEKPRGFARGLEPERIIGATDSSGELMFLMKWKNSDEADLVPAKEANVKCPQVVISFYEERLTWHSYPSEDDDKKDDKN
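HP1-beta protein (50 nM final) preincubated 30 min at room temperature with biotinylated H3(1-18)K9me3 peptide (50 nM) in PBS pH 7.4, 0.01% Tween-20, then compound added for 30 min. AlphaScreen streptavidin donor/nickel chelate acceptor beads (10 ug/mL final), 30 min dark, luminescence read.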
Pin1 inhibitor = qHTS Assay to Find Inhibitors of Pin1; Pin1 FP peptide displacement, HiFluor488, 10 min; Potency, µM (series often up to 115 µM), for inactives: at the highest dose activity, negative = inhibition, usual class: inhibitors; 390,000 tested, 0.009% active; AID 504891, 2011; active means well fitted inhibition curve with a large enough effect in the polarisation, with a control signal flat, not every such curve was filed as active; inconclusive means small, poorly fitted or top-dose-only effect, or effect the other way, or a change in a side signal; inactive means no such curve, though single readings can be large or run the other way; the % refers to the polarisation; further: potency means the concentration at half of the fitted maximal effect; on the % scale 0 is the no-effect control and ±100 the full control effect
PI4K2A inh = qHTS for small molecular inhibitors of PI4K2A. purified PI4K2A, ADP-Glo luminescence, 1 h; active compounds read low. activity change, negative = inhibition, % at 76.9 µM. 420,000 tested, 0.13% active. AID 1346378, 2018; in the data active means activity change below about -50%; inconclusive means mostly about -30% to -49%;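 further: -100% = wells without enzyme as full effect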
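ADP-Glo luminescence measured ADP generated by PI4K2A enzyme (4 ug/mL before mixing) with 1.2 mM PI substrate (pre-mix) and 300 microM ATP (pre-mix). Tris pH7.5 buffer with MgCl2, Triton X-100; 1 h reaction at ambient temperature.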
TrxR1 substrate = qHTS Assay for Substrates of Mammalian Selenoprotein Thioredoxin Reductase 1 (TrxR1): qHTS | Thioredoxin reductase 1, cytoplasmic (Rattus norvegicus), O89049 | purified TrxR1 substrate turnover, NADPH consumption readout | Potency, µM (series often up to 114 µM), inactives show top-dose activity change, negative = substrate turnover | 390,000 tested, 0.01% active | AID 588456, 2011; further: potency means the concentration at half of the fitted maximal effect; on the % scale 0 is the no-effect control and ±100 the full control effect; nearly all actives have a fitted effect of over 50% in size
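Rat TrxR1, dispensed at 90 nM, was prereduced with 400 uM NADPH (final) for 5 min at ~22 deg C, then incubated with compound 15 min before 400 uM selenite. A first-read NADPH fluorescence drop versus no-compound background flagged substrates.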
USP1-UAF1 inh = Inhibitors of USP1/UAF1: Primary Screen; 390,000 tested, 0.23% active; Potency, µM (series often up to 57.1 µM), without a hit: at the highest dose activity change, negative = inhibition, actives largely listed as inhibitors; AID 743255, 2014; recombinant USP1/UAF1, Ub-Rhodamine cleavage fluorescence; Ubiquitin carboxyl-terminal hydrolase 1 (Homo sapiens), O94782; further: potency means the concentration at half of the fitted maximal effect; on the % scale 0 is the no-effect control and ±100 the full control effect; nearly all actives have a fitted effect of over 60% in size; inactives centre near -12
Target sequence (O94782 whole entry, looked up): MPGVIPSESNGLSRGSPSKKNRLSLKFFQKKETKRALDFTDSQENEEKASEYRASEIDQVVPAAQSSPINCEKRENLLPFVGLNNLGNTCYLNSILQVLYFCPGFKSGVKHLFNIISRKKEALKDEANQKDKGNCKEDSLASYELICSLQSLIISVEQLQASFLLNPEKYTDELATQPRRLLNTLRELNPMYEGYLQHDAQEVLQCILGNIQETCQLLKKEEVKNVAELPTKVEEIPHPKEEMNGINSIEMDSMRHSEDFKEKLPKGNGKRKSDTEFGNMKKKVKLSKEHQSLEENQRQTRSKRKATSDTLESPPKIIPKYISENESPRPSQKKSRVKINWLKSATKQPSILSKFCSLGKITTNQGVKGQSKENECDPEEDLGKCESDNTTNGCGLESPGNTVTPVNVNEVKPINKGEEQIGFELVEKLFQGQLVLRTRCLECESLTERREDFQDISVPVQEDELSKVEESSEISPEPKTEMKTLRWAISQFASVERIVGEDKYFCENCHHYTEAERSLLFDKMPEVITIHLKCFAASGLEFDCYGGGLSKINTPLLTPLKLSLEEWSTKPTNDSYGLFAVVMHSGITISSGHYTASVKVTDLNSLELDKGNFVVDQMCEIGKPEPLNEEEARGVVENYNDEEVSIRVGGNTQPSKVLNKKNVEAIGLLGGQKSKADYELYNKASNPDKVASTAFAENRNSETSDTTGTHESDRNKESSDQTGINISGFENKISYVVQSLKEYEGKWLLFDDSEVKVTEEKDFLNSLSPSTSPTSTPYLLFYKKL
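USP1/UAF1 complex (1 nM) preincubated 15 min at room temperature with compound, then Ub-Rho substrate (150 nM final) added. Kinetic fluorescence at 480/540 nm over 6 reads at 60 s intervals; 50 mM HEPES pH 7.8, 0.5 mM EDTA, 0.1 mg/ml BSA, 1 mM TCEP, 0.01% Tween-20.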
Starred values were filed as active, the others as inactive; i = inactive; ? = inconclusive; · = not tested or not shown; & = joins results of further samples; [ ] = dose if it differs, or a comment. Unless noted, the call rests on the fitted dose curve; in most records, active means well fitted curve in the direction sought with a large enough effect; inconclusive means small, poorly fitted or top-dose-only effect, or another doubt; inactive means no such curve, though single readings can be large; an effect the other way counts as inactive or inconclusive.

Each structure is followed by: HP1b binding inh	Pin1 inhibitor	PI4K2A inh	PGK inhibitor	GLS inh	mIDH1 inhibitor	TrxR1 substrate	USP1-UAF1 inh	TrxR1 inh
- OCC1(CCOc2ccccc2)CCN(CCCn2cccn2)CC1
 : 22%	-2%	0	2%	-16%	9%	8%[57.1 µM]	-11%	19%[57.1 µM]
- Cc1ccc(/C=N\NC(=O)Cc2cccn2C)o1
 : 8%	?	-26	8%	9%	2%	-2%[57.1 µM]	-8%	-9%[57.1 µM]
- Nc1nc(Nc2ccccc2)nc2ccccc12
 : 29%	4%	?	?	-3%	3%	-10%	2%	18%[57.1 µM]
- COc1ccc(-n2ccnc(NCc3ccc(Cl)cc3)c2=O)cc1
 : 51%[activator]	7%	0	-8%	1%	10%	4%[57.1 µM]	-22%	6%[57.1 µM]
- CNc1c([N+](=O)[O-])cnn1-c1cccc(Cl)n1
 : 11%	-10%	0	7%	10%	15%	-5%	?	6%[11.4 µM]
- COc1ccc(NC(=O)Cn2cnc3sc(C)c(S(=O)(=O)N4CCN(c5ccccc5OC)CC4)c3c2=O)cc1OC
 : 4%	0%	5	-7%	2%	29%	0%	-18%	14%
- CCOC(=O)C1CCCN(C(=O)c2cc3ccccc3cc2OC)C1 (centres undefined)
 : 42%[activator]	-2%	1	i	-11%	5%	0%[57.1 µM]	-21%	0%[57.1 µM]
- COc1ccc(CCNC(=O)c2cc(=O)c3c(C)cc(C)cc3o2)cc1OC
 : 15%	4%	-1	-4%	-5%	-10%	3%	-23%	11%
- COc1ccc(NC(=O)CCN2CCN(c3ccccc3F)CC2)c(OC)c1
 : 31%	6%	4	-8%	-18%	6%	-9%	-4%	8%[57.1 µM]
- Cc1cccc(OCCSc2nc3ccccc3n2CCC(=O)O)c1
 : 34%[activator]	19%	4	-7%	-9%	12%	-5%	-11%	13%

2 compounds drawn at random from the list so far, as already listed:
Each structure is followed by: HP1b binding inh	Pin1 inhibitor	PI4K2A inh	PGK inhibitor	GLS inh	mIDH1 inhibitor	TrxR1 substrate	USP1-UAF1 inh	TrxR1 inh
- COc1ccc(NC(=O)Cn2cnc3sc(C)c(S(=O)(=O)N4CCN(c5ccccc5OC)CC4)c3c2=O)cc1OC
 : 4%	0%	5	-7%	2%	29%	0%	-18%	14%
- Cc1ccc(/C=N\NC(=O)Cc2cccn2C)o1
 : 8%	?	-26	8%	9%	2%	-2%[57.1 µM]	-8%	-9%[57.1 µM]

Following part.
Each structure is followed by: HP1b binding inh	Pin1 inhibitor	PI4K2A inh	PGK inhibitor	GLS inh	mIDH1 inhibitor	TrxR1 substrate	USP1-UAF1 inh	TrxR1 inh
- COC(=O)c1cc(Br)c(=O)n(Cc2ccc(C(=O)O)cc2)c1
 : 27%	-12%	4	12%	17%	-2%	-7%	-3%	-4%
- CCN(CC(=O)NCc1cccs1)C(=O)C(c1ccccc1)c1ccccc1
 : 6%	-9%	-4	i	-1%	5%	5%	-27%	16%
- O=C(OCCc1cc2ccccc2c(=O)o1)c1ccccc1C(F)(F)F
 : 96%[activator]	4%	11	i	-8%	11%	-5%	-7%	21%[57.1 µM]
- COc1ccc(S(=O)(=O)N2Cc3ccccc3CC2C(=O)Nc2cccc(C)c2)cc1OC (centres undefined)
 : 14%	12%	0	0%	-2%	-4%	-7%	-7%	19%
- CC1=C(C(=O)N(C)C)C(c2ccc(Cl)c(Cl)c2)NC(=O)N1 (centres undefined)
 : 28%	2%	3	-2%	4%	8%	14%[57.1 µM]	-1%	-9%[57.1 µM]
- O=C(Nc1ccc(NC(=O)C2CC2)nc1)c1cccs1
 : 45%	2%	8	i	-4%	3%	-7%	-9%	-13%
- O=C(Cn1cnc2ccccc2c1=O)Nc1nnc(SCc2ccccc2)s1
 : 43%[activator]	35%[activator]	-5	i	-1%	-8%	1%	-3%	18%
- COc1ccc(-c2[nH]ncc2-c2ccc(Cl)cc2)c(O)c1
 : 28%	-1%	7	-1%	1%	5%	2%	-17%	14%
- Cc1cc(C(=O)CN2C(=O)C(=O)N(Cc3ccccc3)C2=O)c(C)n1Cc1ccc(F)cc1
 : 14%	40%[activator]	-4	-1%	0%	-9%	-3%	-12%	25%
- CCCCN(C(=O)c1cccs1)C1CCS(=O)(=O)C1 (centres undefined)
 : -3%	-6%	2	-4%	-3%	1%	-6%	-20%	7%
- Clc1ccc2nc(CSc3nc4ccccc4o3)cn2c1
 : 36%	4%	-7	-12%	-2%	4%	11%	-5%	31%
- CCN(CC(=O)Nc1c(F)cccc1F)C(=O)C1CC1C (centres undefined)
 : 24%	0%	0	i	-8%	-6%	2%[57.1 µM]	-13%	4%[57.1 µM]
- O=C(N[C@H]1CC1c1ccccc1)c1ccc([N+](=O)[O-])cc1 (some centres undefined)
 : 48%[activator]	4%	-3	2%	1%	1%	5%	-20%	25%
- COc1cc2ccccc2cc1C(=O)OCc1nc2ccsc2c(=O)[nH]1
 : 31%	2%	-2	-2%	12%	13%	12%	-13%	30%
- CC(C)(C)OC(=O)NCCCCCNC(=O)c1[nH]cnc1C(=O)Nc1ccc(Cl)cc1
 : 49%[activator]	?	2	0%	1%	0%	-6%	-19%	12%
- Fc1ccc(/C=N/Nc2cc(N3CCOCC3)ncn2)cc1
 : 18%	-1%	2	0%	-6%	-3%	6%	-15%	19%
- O=C(COc1ccc(Cl)cc1)N(Cc1ccco1)c1ccccn1
 : 17%	0%	-3	i	5%	3%	3%	-17%	10%
- O=C(CCN1c2ccccc2Sc2ccccc21)Nc1ccccc1
 : -37%	3%	-13	-3%	-1%	2%	12%[57.1 µM]	-5%	21%[57.1 µM]
- O=C(OCC(=O)c1ccc[nH]1)c1cncc(Br)c1
 : 25%	11%	-5	9%	-6%	-3%	3%	-13%	0%
- Cn1nnc(NC(=S)NC(=O)c2cccc3c(Cl)cccc23)n1
 : 26%	-5%	-8	-5%	4%	2%	4%	-28%	?
- COc1cccc(CNC(=O)C(=O)NCC(c2cccs2)S(=O)(=O)c2cccs2)c1 (centres undefined)
 : 27%	7%	-3	-1%	5%	-17%	5%[57.1 µM]	-22%	6%[57.1 µM]
- COc1ccc(C(c2nnnn2C(C)(C)C)N2CCN(c3nc4ccccc4s3)CC2)cc1OC (centres undefined)
 : -11%	0%	-8	i	1%	8%	-6%[57.1 µM]	-9%	8%[57.1 µM]
- CCCCC[C@@H]1C=C(C(=O)O)[C@H](c2ccc(F)cc2)N1S(=O)(=O)c1ccc(C)cc1
 : 13%	0%	2	-8%	3%	-8%	4%	-18%	14%
- CCOC(=O)Nc1sc2c(c1C(N)=O)CCC(C)C2 (centres undefined)
 : 42%[activator]	-1%	-2	·	0%	3%	1%	-17%	25%
- COc1ccc(N2CCN(c3ccc(NC(=O)c4ccc5c(c4)OCO5)cc3C#N)CC2)cc1
 : 23%	-2%	7	i	7%	7%	0%[57.1 µM]	-11%	14%[57.1 µM]
- Cc1cccc(C)c1Nc1c(-c2ccc(N3CCOCC3)cc2)nc2ncccn12
 : -22%&17%	52%&42%[activator]	-2&2	7%	-6%&-8%	0%&6%	-11%&-5%	?	-15%&0%
- O=S(=O)(Nc1ccc(-n2cccc2)cc1)c1ccccc1
 : ?	-2%	1	-2%	10%	1%	5%[57.1 µM]	-12%	24%[57.1 µM]
- COc1ccc(CCNC(=O)c2ccc3c(c2)S(=O)(=O)N=C2CCCCCN23)cc1
 : 35%	3%	-4	-1%	-7%	4%	4%	-11%	12%[57.1 µM]
- O=c1c2ccccc2nnn1CSc1nnc(COc2ccc(Cl)cc2)n1Cc1ccco1
 : -13%	-1%	-5	i	-2%	5%	-3%	-5%	-14%
- Cc1ccccc1NC(=O)Cc1nc(COC(=O)c2cc(Cl)ccc2O)cs1
 : 32%	7%	-19	-9%	-10%	-3%	18%	-19%	31%

Not all compounds are listed; the hit share may differ from the screen's.
